Screens deposited in PubChem by several laboratories.
BaF3 tox – reduces parental Ba/F3 cell viability, JAK2V617F counter-screen. CellTiter-Glo ATP luminescence. inhibition, % at 5.6 µM. 220,000 tested, 1.1% active. AID 1486;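 active = inhibition above a per-campaign cutoff, the mean inhibition of all tested compounds plus 3 SD, cut at about 27% in these data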;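 note: 0% = DMSO wells and 100% = JAK Inhibitor I control wells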
Ba/F3 V617F tox – loss of viability in JAK2V617F-driven Ba/F3 cells. Ba/F3 EpoR-JAK2V617F viability, ATP luminescence. inhibition, % at 5.6 µM. 220,000 tested, 1.1% active;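 active = inhibition above the campaign mean plus 3 SD over all tested compounds, cut at about 24% in these data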;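 note: cytokine-independent growth of Ba/F3 cells driven by EpoR plus mutant JAK2; 0% = DMSO-treated cells and 100% = JAK inhibitor I control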
S1P4 antag – antagonists of human S1P4 receptor; O95977; inhibition, % at 4.98 µM; S1P4-expressing cells, antagonist mode, reporter read-out; 220,000 tested, 0.26% active; in the data active = inhibition above about 29%;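 note: 0% = wells stimulated with agonist and 100% = vehicle wells without agonist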
Target sequence (O95977 whole entry, looked up): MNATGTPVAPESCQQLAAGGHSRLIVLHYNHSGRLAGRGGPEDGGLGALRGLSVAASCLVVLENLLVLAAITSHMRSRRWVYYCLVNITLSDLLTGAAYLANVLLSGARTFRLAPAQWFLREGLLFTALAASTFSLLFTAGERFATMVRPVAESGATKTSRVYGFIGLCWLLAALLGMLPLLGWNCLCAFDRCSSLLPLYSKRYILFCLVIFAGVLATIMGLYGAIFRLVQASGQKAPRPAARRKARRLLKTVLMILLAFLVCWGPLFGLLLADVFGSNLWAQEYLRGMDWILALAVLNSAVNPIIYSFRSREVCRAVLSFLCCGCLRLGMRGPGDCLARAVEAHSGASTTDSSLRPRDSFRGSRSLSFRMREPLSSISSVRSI
TRPML3 agonist – human mucolipin-3 channel agonism; Q8TDD5; HEK293 TRPML3-YFP, Fluo-8 calcium fluorescence; 100% = the carbachol control signal; activation, % at 3 µM; 220,000 tested, 0.29% active;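 active = activation above its plate's cutoff, the mean activation of the plate's test wells plus 3 SD, cut at about 12% in these data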;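 note: 0% = DMSO only wells and 100% = carbachol wells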
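Material: TRPML3-YFP stable HEK293 cells | Dosing: One concentration, 3 µM nominal, 0.3% DMSO | Timing: 125 s total fluorescence read per well | Technique: Fluo-8 calcium dye fluorescence, ex 470-495, em 515-575 nm | Measure: Percent activation from peak-to-basal fluorescence ratio, scaled between DMSO and carbachol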
S1P4 ag – human S1P4 receptor agonism; O95977; 220,000 tested, 0.35% active; S1P4-expressing cell line, agonist reporter assay; activation, % at 4.98 µM; AID 1509; in the data active = activation above about 11%;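 note: 0% = DMSO vehicle and 100% = reference agonist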
Calpain2 inh – calpain II (pig) inhibition | inhibition, % at 16 µM | AID 1236 | purified calpain II, fluorogenic peptide substrate, 30 min | 220,000 tested, 0.37% active;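 active = inhibition above about 50%, limit read from the data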
EP2 modulator – modulates human prostaglandin E2 receptor EP2 signaling; P43116; EP2-expressing cells, cAMP HTRF FRET, PGE2 co-stimulation; induction, % at 25 µM; 260,000 tested, 0.83% active;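 active = compounds whose cAMP rise, as percent of the full-agonist control response, exceeds 60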;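 note: rat C6 glioma line stably carrying human EP2 under a CMV promoter; the protocol text gives 20 µM as final concentration; 100% = response of wells given 1 µM PGE2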
Target sequence (P43116 whole entry, looked up): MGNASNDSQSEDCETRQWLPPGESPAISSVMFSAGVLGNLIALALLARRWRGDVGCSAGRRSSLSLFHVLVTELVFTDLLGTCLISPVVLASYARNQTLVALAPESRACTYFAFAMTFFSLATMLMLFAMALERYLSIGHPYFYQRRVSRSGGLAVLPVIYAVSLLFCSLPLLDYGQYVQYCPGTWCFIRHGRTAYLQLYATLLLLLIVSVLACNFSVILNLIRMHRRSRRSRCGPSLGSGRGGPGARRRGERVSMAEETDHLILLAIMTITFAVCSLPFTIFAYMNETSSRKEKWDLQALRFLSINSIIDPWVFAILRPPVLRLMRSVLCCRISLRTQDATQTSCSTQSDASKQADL
zfTRPN1 agonist – zebrafish TRPN1 (NompC) channel agonism; activation, % at 3 µM; HEK293 zebrafish TRPN1-YFP, Fluo-8 calcium fluorescence; 100% = response to 87 µM carbachol; 220,000 tested, 0.18% active; AID 1424;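 active = activation above its plate's cutoff, the mean activation of test wells on that plate plus 3 SD, cut at about 19% in these data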;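 note: 0% = DMSO alone and 100% = 87 µM carbachol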
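System: zebrafish TRPN1-YFP in HEK293 cells / Dosing: 3 µM single point / Timing: dye loading 1 h at 37 °C, then 30 min room temperature / Signal: Fluo-8 calcium fluorescence, excitation 470-495 nm, emission 515-575 nm / Read-out basis: percent activation from peak over basal fluorescence ratio, control-normalized / Control set: high carbachol 87 µM, low DMSO alone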
PERK inhibitor – blocks human PERK kinase; Q9NZJ5; CHO PERK-DD fusion, SEAP luminescence translation reporter; inhibition, % at 5.6 µM; 220,000 tested, 0.17% active; AID 1416;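 active = inhibition above the mean inhibition of all tested compounds plus 3 SD, set separately per screening campaign, cut at about 2.9% in these data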;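 note: PERK kinase domain activated by AP20187 dimerizer at 100 nM; 0% = DMSO with dimerizer and 100% = rapamycin at 8.4 µM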
* marks the source's active call; other numbers are inactive results; i = inactive; & = joins results of further samples.

SMILES	BaF3 tox	Ba/F3 V617F tox	S1P4 antag	TRPML3 agonist	S1P4 ag	Calpain2 inh	EP2 modulator	zfTRPN1 agonist	PERK inhibitor
Cc1ccc(CNC(=O)CN(Cc2cccs2)C(=O)C2(C)CC(=O)N=C3C=CC=CN32)cc1 (configuration not stated)	1	0	4	0.1	-1.1	-281	4&15	-0.4	0.9
Cc1nnc(SCc2nc3ccccc3nc2C)s1	-1	2	10	0.8	3.7	12	-4	-0.6	-1.4
COc1ccc(OC)c(C2=NOC(C(=O)Nc3ccccc3SC)C2)c1 (configuration not stated)	1	-3	-10	0.1	0.6	4	30	-1.4	-0.8
COc1ccc(Cl)cc1N1C(=O)CC(Sc2ccccc2N)C1=O (configuration not stated)	1	0	8	0.2	-1.6	10	-72	0.7	-1.1
Cc1nc2n[nH]c(N)c2c2c1CCCC2	3	1	6	0.2	-0.5	8	17	1.4	-0.7
COc1ccc(-n2cc(CNCCc3cnc[nH]3)c(-c3cccc(F)c3)n2)cc1	1	-1	-5	0.9	-1.0	-44	-20	2.8	-0.2
O=C(CSc1nc(O)cc(=O)n1-c1ccccc1)Nc1ccc2c3c(cccc13)CC2	4	3	-8	0.7	-0.7	-30	28	0.4	0.0
CCN(CC)C(=O)CSc1nnc(SCc2ccc(Cl)cc2)s1	4	-1	-20	-0.7	1.0	0	2	-0.8	-0.7
CCc1cc(CNC(=O)CC2C(=O)NCCN2CC2CCCCC2)on1 (configuration not stated)	1	-4	-1	0.6	0.0	-25	-12	0.7	-0.5
O=C(CN1CCOCC1)Nc1ccc(-c2nc3ccccc3[nH]2)cc1	5	5	9	0.1	-0.6	-46	-28	1.5	0.1
O=C(O)c1ccc(/C=N/NC(=O)c2cc(-c3cccs3)nc3ccccc23)cc1	10	-1	-10	0.6	-0.4	-367	20	0.1	1.3
CS(=O)(=O)N1CCN(c2ccccc2NC(=O)c2ccc([N+](=O)[O-])o2)CC1	0	2	-11	1.4	-0.3	0	-45	-0.2	-0.3
Clc1ccc(-c2nnc3sc(Cc4cccs4)nn23)c(Cl)c1	9	-2	-1	-0.3	-0.7	27	-27	-1.2	-0.1
COCCN(C(=O)CSc1nc2ccccc2c(=O)n1CC(C)C)c1c(N)n(Cc2ccccc2)c(=O)[nH]c1=O	-5	-4	4	0.4	-1.0	-22	12	0.7	0.8
COC(=O)CSc1nnc(Cc2ccccc2)n1-c1ccc(C)cc1	0	0	-18	-0.1	2.3	-4	23	-0.3	1.0
CSC1=NS(=O)(=O)c2c(C)nn(C)c2S1	-2	-1	0	0.9	-0.6	4	-59	0.5	1.9
c1ccc2[nH]c(SCCN3CCOCC3)nc2c1	5	0	-10	0.7	-0.2	-22	19	1.2	1.0
CCOC(=O)/C=c1\s/c(=C(\C#N)C(=O)OCC)n(-c2ccccc2)c1=O	6	-4	-2	1.0	160*	-2	5	0.6	0.4
O=C(Cn1c(-c2cscn2)nc2ccccc21)Nc1ccc2ccccc2c1	4	-1	-1	-0.2	1.1	-44	4	-1.2	-0.8
CCOc1ccc2nc(NC(=O)C(CC)Sc3nc(C)cc(=O)[nH]3)sc2c1 (configuration not stated)	0	-4	7	0.0	-0.1	-53	-18	-1.3	-0.1
CCOc1ccccc1N(CC(=O)Nc1cc(OC)ccc1OC)S(C)(=O)=O	4	-1	-6	-0.4	1.6	-10	-11	0.6	-2.6
CCCOC(=O)c1cc2ccccc2oc1=O	2	5	-19	-1.0	-0.3	-69	22	0.0	-1.0
O=C(/C=C/c1ccccc1)C1=C(O)C(=O)N(CCO)C1c1ccccc1[N+](=O)[O-] (configuration not stated)	6	-2	-19	0.7	-1.3	-29	22	0.1	1.2
COc1ccc(Nc2nnc(C)c(=O)[nH]2)c(OC)c1	3	0	-14	0.6	0.3	2	-2	1.2	4.2*
CN1C(=O)CSc2ccc(NC(=O)Nc3ccccn3)cc21	-4	3	27	0.7	-1.5	-79	-31	0.7	-0.4
SMILES	BaF3 tox	Ba/F3 V617F tox	S1P4 antag	TRPML3 agonist	S1P4 ag	Calpain2 inh	EP2 modulator	zfTRPN1 agonist	PERK inhibitor
COCC1CCN(Cc2cn(Cc3ccccc3)nc2-c2cc3ccccc3o2)CC1	2	5	9	0.7	0.8	8	-27	-0.1	-1.3
COc1ccc(CNC(=O)COC(=O)c2ccc3c(c2)OCCO3)cc1	4	-1	0	0.9	-1.1	-8	-14	1.2	1.2
CC(C)N(Cc1ccccc1)C(=S)Nc1cccnc1	2	2	-7	0.2	2.8	5	5	1.2	-0.2
N#CCCn1cnc2c(=S)nc[nH]c21	12	5	5	0.5	-1.0	8	0	-0.8	0.5
Cc1cc(C)n(C(=O)c2cc3ccccc3c(=O)o2)n1	0	-3	-2	0.7	1.3	-4	21	0.6	-0.6
Cc1nc(Cc2nnc(SCc3nc(N)nc(Nc4ccccc4C)n3)o2)cs1	2	2	-14	0.2	0.1	8	-2	0.8	0.3
CCOc1ccc(N=C2Sc3nc4ccc(C)cc4cc3CN2CCOC)cc1	7	1	7	1.0	-1.8	28	5	1.3	0.3
CSc1nsc(SC)c1C(=O)Nc1ccc(C(C)(C)C)cc1	1	0	-15	0.5	2.8	-12	-37	0.8	-0.9
c1ccc(-c2cn(-c3ccccc3)c3[n+]2CCS3)cc1	63*	69*	-16	0.5	1.1	33	-38	0.0	0.3
COc1ccc(-c2csc(-c3cccs3)n2)c(OC)c1	4	3	1	-0.2	0.2	-55	-13	1.4	0.3
CC(C)c1nc2sc3c(SCC(N)=O)ncnc3c2c2c1CCC2	-1	0	-15	0.5	0.1	-17	58	0.1	1.6
Cc1cc(Cl)ccc1OCCCC(=O)NCCCn1ccnc1	4	2	-10	0.2	1.7	-14	-4	0.5	0.0
O=C(Nc1ccc(-c2noc(CCc3ccccc3)n2)cc1)c1ccco1	8	5	-19	0.6	-0.9	24	-48	2.5	-0.8
CCOC(=O)Cc1csc(NC(=S)NC(=O)c2ccccc2Br)n1	3	-1	-12	0.9	0.3	12	10	0.8	1.0
O=C(NCc1ccncc1)C(=O)N/N=C/c1ccccn1	9	0	-2	0.5	2.8	-19	25	1.1	0.1
COc1ccc(CC(=O)OC2CCCN(C)C2)cc1 (configuration not stated)	1	3	-4	0.8	-1.4	5	27	-0.1	1.3
Cc1ccc(N=N/C(=C\O)C(=O)c2ccncc2)cc1	0	-4	6	0.6	-2.7	-44	-23	0.0	-0.3
COc1ccc(NS(=O)(=O)c2cccc(C(=O)O)c2)cc1	7	2	6	0.6	0.5	-24	6	1.3	-0.1
O=c1cc(CSc2nnc(Nc3ccccc3)s2)nc2sccn12	5	0	-12	0.2	-3.4	-14	-27	0.3	-1.9
CC1CCN(C(=O)COC(=O)c2cc(Cl)cc(Cl)c2N)CC1	7	6	-11	-0.1	1.7	i	-8	0.0	-0.6
COc1ccc(NC(=S)Nc2cccc(C(C)=O)c2)cc1OC	17	9	6	0.1	-2.5	-10	-34	0.8	0.8
CCC(=O)Nn1cnc2c(c1=O)C1(CCCCC1)Cc1ccccc1-2	3	-3	-5	0.1	-2.4	-18	48	0.3	-0.6
CCOc1cc(C(=O)NC(C)C2CCCO2)cc(OCC)c1OCC (configuration not stated)	1	1	-8	0.8	0.7	3	11	-0.5	0.5
O=C(NCc1ccncc1)C12CC3CC(CC(C3)C1)C2	4	4	-3	0.3	0.7	33	-5	0.8	0.5
O=C(N/N=C/c1cn(-c2ccccc2)nc1-c1cccs1)c1ccncc1	11	3	-8	-0.1	5.3	-13	-59	2.4	-0.3

Complete entries, quoted from the list. Order of screens: BaF3 tox, Ba/F3 V617F tox, S1P4 antag, TRPML3 agonist, S1P4 ag, Calpain2 inh, EP2 modulator, zfTRPN1 agonist, PERK inhibitor
O=C(NCc1ccncc1)C(=O)N/N=C/c1ccccn1 across the screens: 9, 0, -2, 0.5, 2.8, -19, 25, 1.1, 0.1
Cc1cc(C)n(C(=O)c2cc3ccccc3c(=O)o2)n1 across the screens: 0, -3, -2, 0.7, 1.3, -4, 21, 0.6, -0.6
O=C(NCc1ccncc1)C12CC3CC(CC(C3)C1)C2 across the screens: 4, 4, -3, 0.3, 0.7, 33, -5, 0.8, 0.5

(more compounds)
SMILES	BaF3 tox	Ba/F3 V617F tox	S1P4 antag	TRPML3 agonist	S1P4 ag	Calpain2 inh	EP2 modulator	zfTRPN1 agonist	PERK inhibitor
COc1ccc(C)cc1S(=O)(=O)N1CCN(S(=O)(=O)c2cc(C)ccc2OC)CC1	2	-2	-8	0.5	-1.1	-11	4	-0.8	-2.5
COc1ccc(OC)c(Cc2nnc(CCC(=O)N3CCCCC3c3nccs3)o2)c1 (configuration not stated)	6	0	-1	0.6	1.6	-27	-2	-0.6	0.7
COC(=O)c1c(-c2ccncc2)csc1NC(=O)c1ccoc1C	1	-2	-23	0.3	-1.6	12	-14	-0.5	0.1
CCCOc1ccc(N2C(=O)CC(N(Cc3ccco3)C(=O)CC)C2=O)cc1 (configuration not stated)	-4	-4	-9	0.1	0.8	-37	9	-1.3	-0.6
NC(=O)CSc1ncc(-c2ccccc2)[nH]1	2	0	-1	0.7	-0.3	-3	-10	0.3	0.0
CCOC(=O)C1C(c2ccc3c(c2)OCO3)NC(=O)NC1(O)C(F)(F)F (configuration not stated)	3	-2	-11	0.7	3.0	3	1	28*	1.2
O=C(CSc1nnc(CCCN2C(=O)c3cccc4cccc(c34)C2=O)n1-c1ccccc1)NCCCN1CCOCC1	7	0	6	0.7	2.4	1	20	1.0	-0.1
COc1ccc(C2=NN(c3nc(-c4ccccc4)c(CC(=O)O)s3)C(c3ccco3)C2)cc1 (configuration not stated)	11	3	-7	0.9	-0.3	-45	-5	1.7	0.4
CCCN(CCC)S(=O)(=O)c1ccc(NC(=O)Cc2cccs2)cc1	8	2	-7	0.3	1.2	-19	20	-0.7	-2.0
Cc1cc(C)nc(NC(=O)c2cc(Br)ccc2Cl)n1	12	7	-18	0.9	0.0	21	-20	0.5	0.2
CN(C)CC(C)(C)CNS(=O)(=O)c1cccc(Cl)c1Cl	6	3	-20	2.2	1.6	-15	6	1.8	-0.3
COc1ccc(/C=N/Nc2nc(C)c([N+](=O)[O-])c(N(C)c3ccccc3)n2)cc1OC	7	1	-3	0.2	0.8	-28	31	0.3	-0.8
CC(Sc1nnc(-c2ccccc2)c(-c2ccccc2)n1)C(=O)N1CCc2ccccc21 (configuration not stated)	0	-2	-2	-0.8	0.1	-19	27	-0.8	0.0

Just Calpain2 inh, for some of the entries so far:
SMILES,Calpain2 inh
CCCN(CCC)S(=O)(=O)c1ccc(NC(=O)Cc2cccs2)cc1,-19
CC(Sc1nnc(-c2ccccc2)c(-c2ccccc2)n1)C(=O)N1CCc2ccccc21 (configuration not stated),-19
O=C(CSc1nnc(CCCN2C(=O)c3cccc4cccc(c34)C2=O)n1-c1ccccc1)NCCCN1CCOCC1,1
COc1ccc(/C=N/Nc2nc(C)c([N+](=O)[O-])c(N(C)c3ccccc3)n2)cc1OC,-28
CCCOc1ccc(N2C(=O)CC(N(Cc3ccco3)C(=O)CC)C2=O)cc1 (configuration not stated),-37
